Assay outcomes as filed in PubChem.
HIF activator: HIF pathway transcriptional activators, primary screen, cell-based, U2OS HRE-luciferase, luminescence | U2OS HRE-luciferase reporter; normalized: DMSO 0%, desferrioxamine 100% | activation, % at 7.5 µM (by protocol) | 0.32% of 300,000 active | AID 1910, 2009;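 active = mean activation of at least 10% of the iron chelator positive control signal, with at least half of replicates also reaching 10%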
Platelet DG rel: inhibitors of platelet dense granule secretion, primary screen, cell-based, MLPCN, human platelets. inhibition, %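 (compounds screened at 7.5 µM in platelet-rich plasma)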. human platelet-rich plasma, SFLLRN dense granule ATP release, luminescence. AID 1663, 2009. 0.22% of 300,000 active;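 active = mean replicate score, as percent of positive control, at or above 50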
TRPC6 act: mouse TRPC6 channel activators, primary screen, cell-based, HEK293, membrane potential dye. Short transient receptor potential channel 6 (Mus musculus), Q61143. 0.13% of 310,000 active. HEK293-TRPC6 membrane potential dye fluorescence; stronger effect = higher value. B-score at 10 µM;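 active = B-score of the integrated fluorescence ratio above library mean plus 3 SD, and starting fluorescence ratio within library mean plus 5 SD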;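 also: higher score means more depolarization so channel activation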
Target sequence (Q61143 whole entry, looked up): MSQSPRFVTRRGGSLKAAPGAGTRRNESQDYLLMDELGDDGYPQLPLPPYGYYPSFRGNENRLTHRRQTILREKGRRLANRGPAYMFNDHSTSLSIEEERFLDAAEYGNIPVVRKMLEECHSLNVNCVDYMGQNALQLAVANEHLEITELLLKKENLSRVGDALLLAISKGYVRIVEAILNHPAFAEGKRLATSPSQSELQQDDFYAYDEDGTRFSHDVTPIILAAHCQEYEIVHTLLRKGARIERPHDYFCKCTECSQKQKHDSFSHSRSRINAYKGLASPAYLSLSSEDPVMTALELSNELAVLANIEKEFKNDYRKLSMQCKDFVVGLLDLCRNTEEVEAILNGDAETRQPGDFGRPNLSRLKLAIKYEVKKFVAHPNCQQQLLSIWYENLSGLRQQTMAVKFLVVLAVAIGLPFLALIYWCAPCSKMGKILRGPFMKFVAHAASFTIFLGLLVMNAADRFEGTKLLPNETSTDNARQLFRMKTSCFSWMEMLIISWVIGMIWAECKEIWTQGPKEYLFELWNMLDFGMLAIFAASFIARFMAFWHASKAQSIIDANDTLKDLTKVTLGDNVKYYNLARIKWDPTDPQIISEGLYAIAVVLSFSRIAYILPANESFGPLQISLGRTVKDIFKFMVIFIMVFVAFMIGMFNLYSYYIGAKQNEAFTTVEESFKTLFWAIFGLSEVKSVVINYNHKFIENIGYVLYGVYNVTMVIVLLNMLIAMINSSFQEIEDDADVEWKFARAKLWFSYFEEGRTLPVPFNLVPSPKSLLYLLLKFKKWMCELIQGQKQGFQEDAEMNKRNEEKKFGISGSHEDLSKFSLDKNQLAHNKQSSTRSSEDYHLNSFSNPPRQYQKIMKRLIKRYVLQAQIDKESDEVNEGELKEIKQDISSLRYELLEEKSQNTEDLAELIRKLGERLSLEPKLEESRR
TRPC6 inh: mouse TRPC6 channel inhibitors, primary screen, cell-based, HEK293, membrane potential dye. Short transient receptor potential channel 6 (Mus musculus), Q61143. ACh-evoked depolarization; stronger effect = lower value. B-score at 10 µM. 1.1% of 310,000 active. AID 2553, 2010;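 active = B-score under library mean minus 3 SD, initial fluorescence not abnormally high, positive integrated signal ratio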;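 also: B-score derived from integrated fluorescence ratio over the kinetic read; more negative B-score means stronger inhibition of depolarization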
RGS4 pot: RGS4 potentiators or activators, primary screen, cell-based, HEK293 M3R inducible RGS4, calcium flux; B-score at 10 µM; 0.92% of 310,000 active; carbachol calcium flux Fluo4; stronger effect = lower value;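 active = B-score of the integrated calcium signal more than 4 SD below the library mean, with starting fluorescence not abnormally high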;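 also: negative B-score means reduced calcium response which marks RGS4 activation or potentiation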
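System: HEK293 FlpIn-TREx cells, stable M3R, doxycycline-inducible RGS4. Timing: overnight RGS4 induction, 30 min dye load 37 °C, 20 min compound RT. Also added: carbachol, ECmax concentration. Measured by: Fluo4 fluorescence kinetic imaging of calcium. Evaluation: integrated calcium ratio converted to B score.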
RGS4 block: RGS4 inhibitors, primary screen, cell-based, HEK293 M3R inducible RGS4, calcium flux. Regulator of G-protein signaling 4 (Homo sapiens), P49798. Fluo-4 calcium flux; stronger effect = higher value; triggered by carbachol at its EC20. B-score at 10 µM. 0.45% of 310,000 active. AID 463165, 2010;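 active = B-score, a plate-corrected calcium signal, over three deviations above library mean, with baseline fluorescence within five deviations of library mean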;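 also: RGS4 expression induced by doxycycline in cells with stable M3 receptor; B-score is computed from the integrated fluorescence ratio over baseline after carbachol; higher B-score means a larger calcium signal and so more RGS4 inhibition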
MrgX1 PAM: positive allosteric modulators of MrgX1, primary screen, HEK293 cells, Fluo-4 calcium flux; Mas-related G-protein coupled receptor member X1 (Homo sapiens), Q96LB2; FDSS; stronger effect = higher value; B-score at 10 µM; 0.63% of 310,000 active;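 active = plate-corrected calcium response at least 3 library SD above typical, normal starting fluorescence, not activating the receptor alone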;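 also: compound read alongside a low EC10 to EC30 dose of BAM8-22 agonist; peak minus trough fluorescence over baseline measured at the second addition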
TRPC4 block: inhibitors of mouse TRPC4 channel, primary screen, Fluo4 calcium, HEK293 TRPC4beta/mu-opioid cells; AID 2247, 2010; DAMGO-evoked Fluo4 calcium flux; stronger effect = lower value; B-score at 10 µM; Short transient receptor potential channel 4 (Mus musculus), Q9QUQ5; 0.39% of 300,000 active;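 active = B-score over 3 SD under the library average, no early fluorescence shift, positive overall ratio signal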
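material = TRPC4beta/mu-opioid receptor HEK293 cell line | probe or stimulus = sequential submaximal and maximal DAMGO stimulation | compound dosing = one concentration per compound | measured by = Fluo4 Ca2+ flux fluorescence | evaluation = integrated fluorescence ratio relative to baseline, converted to per-well B score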
SKKanGAS inh: S. pyogenes SKKanGAS growth inhibitors in kanamycin, primary screen, streptokinase expression inhibitor project, SKKanGAS strain, BacTiter-Glo luminescence | 6 h | inhibition, % at 7.5 µM | 1.3% of 300,000 active;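 active = mean replicate score, as percent of positive control median, at least 50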;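 also: strain carries kanamycin resistance gene driven by streptokinase promoter and grows in 40 µg/ml kanamycin; loss of luminescence reflects streptokinase promoter inhibition or plain growth inhibition; 0% = median of DMSO wells and 100% = positive control at its reference dose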
MrgX1 ag: agonists of human MrgX1 receptor, primary screen, HEK293 cells, Fluo-4 calcium flux | Fluo-4 calcium fluorescence, agonist mode; stronger effect = higher value | Mas-related G-protein coupled receptor member X1 (Homo sapiens), Q96LB2 | 0.44% of 310,000 active | B-score at 10 µM;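 active = calcium response B-score plate-corrected fluorescence ratio at least 3 library SD, with starting fluorescence B-score inside 5 SD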
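Material – MrgX1-expressing HEK293 cells · Input – 15,000 cells seeded per well · Dosing – compound as first of three additions · Times – overnight seeding, then 1 h dark dye loading · Measured by – kinetic Fluo-4 NW fluorescence of intracellular calcium · Read-out – B-scored fluorescence response ratio · Benchmarks – positive and negative control wells on each plate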
MrgX1 antagonist: antagonists of human MrgX1 receptor, primary screen, HEK293 cells, Fluo-4 calcium flux; B-score at 10 µM; 1.3% of 310,000 active; Mas-related G-protein coupled receptor member X1 (Homo sapiens), Q96LB2; BAM8-22 antagonism; stronger effect = lower value;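 active = calcium-response B-score plate-corrected more than 3 library SD below zero, starting fluorescence within 5 deviations, no agonist response on first addition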;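 also: peak minus trough fluorescence over baseline after final BAM8-22 challenge near maximal dose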
* marks the source's active call; other numbers are inactive results; i = inactive; / = not tested or not shown; & = joins results of further samples.

SMILES	HIF activator	Platelet DG rel	TRPC6 act	TRPC6 inh	RGS4 pot	RGS4 block	MrgX1 PAM	TRPC4 block	SKKanGAS inh	MrgX1 ag	MrgX1 antagonist
Cc1ccc(C)c(NC(=S)NCc2ccccc2)c1	0.0	-1	i	i	i	i	i	i	8	i	i
COc1cccc(-c2nc(CS(=O)CC(=O)NCc3ccccc3Cl)c(C)o2)c1 (centres undefined)	-0.3	4	i	i	i	i	i	i	-5	i	i
CNC(=O)C(Sc1nc(C)nc2c1oc1ccccc12)C(C)=O (centres undefined)	-0.1	8	i	i	i	i	i	i	6	i	i
Cc1ccccc1C(=O)NC=C1C(=O)OC(C)(C)OC1=O	0.1	9	i	i	i	i	i	i	16	i	i
COc1ccccc1N(CC(=O)NC1CCCCC1)C(=O)CNC(=O)c1cccs1	0.1	-27	i	i	i	i	i	i	-3	i	i
CC(NC(=O)C(=O)NCC1CCCO1)c1ccccc1 (centres undefined)	0.1	-3	i	i	i	i	i	i	8	i	i
COCCN1CCN(Cc2nc(Cc3ccc(OC)c(OC)c3)no2)CC1	0.0	-2	i	i	i	i	i	i	5	i	i
CCCn1c(SCC(=O)N2CCc3ccccc32)nnc1-c1ccncc1	-3.9	3	i	i	i	i	/	i	-2	/	/
O=C(NCc1cccnc1)C(=O)N/N=C/c1ccccc1[N+](=O)[O-]	-0.5	0	i	i	i	i	i	i	3	i	i
O=C(CSc1nc2ccccc2s1)Nc1nccs1	0.2	5	i	i	i	i	i	i	1	i	i
Cc1ccc(O)c(C(=O)c2coc(=N)c(C(=O)NC(C)C)c2)c1	-0.2	3	i	i	i	i	i	i	2	i	i
O=C(NN1CCOCC1)c1ccc(Cl)s1	-0.1	3	i	i	i	i	i	i	11	i	i
COC(=O)C1=C(C)N(c2cc(Cl)cc(Cl)c2)C(=O)C1	0.7	-6	i	i	i	i	i	i	5	i	i
Cc1nc(N2CCN(C(=O)CCC(=O)O)CC2)c2c(C)c(C)sc2n1	-0.5	0	i	i	i	i	i	i	12	i	i
CC(Nc1nc(C(F)(F)F)nc2ccccc12)c1cccs1 (centres undefined)	-0.5	-6	i	i	i	i	i	i	2	i	i
CCC(NC(=S)NCc1ccccc1)C(=O)O (centres undefined)	-0.3	11	i	i	i	i	i	i	-3	i	i
CSc1ccc(S(=O)(=O)NCC(=O)OC(C)C(=O)NCc2ccccc2)cc1[N+](=O)[O-] (centres undefined)	-0.4	1	i	i	i	i	i	i	4	i	i
CCCCn1c(N)c(N(CC(C)C)C(=O)Cn2c(=O)cnc3ccccc32)c(=O)[nH]c1=O	1.5	9	i	i	i	i	i	i	-6	i	i
Cc1cc(Nc2cc(F)ccc2C)n2ncnc2n1	0.0	12	i	i	i	i	i	i	-2	i	i
COc1ccccc1/C=C/C(=O)NC(=S)N(C)C1CCCCC1	0.1	-2	i	i	i	i	i	i	-7	i	i
Cn1c(N2CCOCC2)c(/C=N/OC(=O)c2ccc(F)cc2)c2ccccc21	0.2	1	i	i	i	i	i	i	8	i	i
O=C(c1ccccc1)N1CCN(C(=O)c2cc3ccccc3o2)CC1	-0.2	-2	i	i	i	i	i	i	3	i	i
CN(C(=O)CC1C(=O)NCCN1Cc1ccccc1C(F)(F)F)C1CCOCC1 (centres undefined)	-0.1	2	i	i	i	i	i	i	-2	i	i
Nc1nc(NCCOCCO)nc(N2CCCCCC2)c1[N+](=O)[O-]	-0.7	6	i	i	i	i	i	i	77*	i	i
CC(C)(C)NC(=O)CSc1nnc(SCC(=O)NC(C)(C)C)s1	0.3	5	i	i	i	i	i	i	-5	i	i
SMILES	HIF activator	Platelet DG rel	TRPC6 act	TRPC6 inh	RGS4 pot	RGS4 block	MrgX1 PAM	TRPC4 block	SKKanGAS inh	MrgX1 ag	MrgX1 antagonist
CN(C[C@@H](CC1CCCCC1)N(C[C@H](Cc1ccccc1)N(CCc1ccccc1)N=O)N=O)N=O	-0.3	2	i	i	i	i	i	i	5	i	i
CCC(C(=O)NCCCN1CC(C)CC(C)C1)n1nc(C)c2sc3ccccc3c2c1=O (centres undefined)	0.6	6	i	i	i	i	i	i	0	i	i
O=C(Nc1ncc([N+](=O)[O-])s1)c1cccs1	1.1&2.5	14&12	i	i	i	i	i	i	8&7	i	i
COc1ccc(S(=O)(=O)N2CCOC23CCN(S(=O)(=O)c2ccc([N+](=O)[O-])cc2)CC3)cc1	-0.6	-2	i	i	i	i	i	i	2	i	i
CCOc1cccc(-c2nnc(SCC(=O)Nc3ccc(OC)c(OC)c3)n2N)c1	-0.2	5	i	i	i	i	i	i	11	i	i
COc1ccc(C[C@H]2CN3C(=NC[C@@H]3Cc3ccc(O)cc3)N2C[C@H](C)NC(=O)c2ccc(C)c(Br)c2)cc1	-0.8	1	i	i	i	i	i	i	6	i	i
Cc1ccccc1Nc1nc(N)nc(COC(=O)c2ccc(O)cc2)n1	0.9	11	i	i	i	i	i	i	5	i	i
Cc1cc(NS(=O)(=O)c2ccc(NC(=O)C(F)(F)F)cc2)nc(C)n1	-5.1	1	i	i	i	i	i	i	0	i	i
Cn1c(=O)c2c(SCC(=O)N3CCCC3)nc(-c3ccccc3)nc2n(C)c1=O	-0.1	8	i	i	i	i	i	i	1	i	-6*
C=CCN1C(=O)C2(OCCCO2)c2cc(Cl)ccc21	-1.5	-4	i	i	i	i	i	i	-3	i	i
O=C(c1ccco1)N1CCN(C(=O)c2ccc(COc3ccc(Cl)cc3Cl)o2)CC1	-0.2	-4	i	i	i	i	i	i	8	i	i
O=C(Nc1cccc(-c2cccc(F)c2)c1)C1CCN(CC2CCOC2)CC1 (centres undefined)	-0.4	-2	i	i	i	i	i	i	2	i	i
O=C(NC1CCS(=O)(=O)C1)C12CC3CC(CC(C3)C1)C2 (centres undefined)	0.2	-8	i	i	i	i	i	i	-13	i	-9.4*
CC(C)(C)C(=O)NC(C(N)=O)=C(Cl)Cl	0.3	-6	i	i	i	i	i	i	1	i	i
CC(C)c1c(C(=O)N/N=C/C2CC=CCC2)nnn1-c1nonc1N (centres undefined)	-0.2	-17	i	i	i	i	i	i	2	i	i
COc1ccc(NC(=O)C2CC(=O)OC23CCOC(C)(C)C3)cc1 (centres undefined)	-11	-1	i	i	i	i	i	i	6	i	i
O=C(CN1CCN(c2ccc(F)cc2)CC1)NCc1cccs1	-0.5	2	i	i	i	i	i	i	-3	i	i
Cc1ccccc1N(CC(=O)NC1CCCCC1)C(=O)CNC(=O)c1cccs1	1.3	4	i	i	i	i	i	i	-2	i	i
O=C(Nc1ccccc1)Nc1nc(-c2ccc(F)c(F)c2)cs1	1.5	0	i	i	i	i	i	i	0	i	i
COc1ccc(NC(=O)CCNS(=O)(=O)c2cccc(C(C)=O)c2)cc1S(N)(=O)=O	-0.4	-4	i	i	i	i	i	i	-3	i	i
COc1ccccc1CNC(=O)CN(c1cccc([N+](=O)[O-])c1)S(C)(=O)=O	0.0	-2	i	i	i	i	11*	i	5	i	i
CC(=O)Nc1ccc(S(=O)(=O)N(C)CC(=O)OC(C)C(=O)NC2CCCCC2)cc1 (centres undefined)	0.2	9	i	i	i	i	i	i	-6	i	i
CC1(C)CC(c2csc(N)n2)CCO1 (centres undefined)	-0.3	0	i	i	i	i	i	i	10	i	i
O=C(COC(=O)CC1CC2CCC1C2)NC(=O)NCc1ccco1 (centres undefined)	-0.3	-5	i	i	i	i	i	i	-1	i	i
C=CCc1cccc2cc(C(=O)NC3CCCCC3)c(=O)oc12	0.8	3	i	i	i	i	i	i	4	i	i
SMILES	HIF activator	Platelet DG rel	TRPC6 act	TRPC6 inh	RGS4 pot	RGS4 block	MrgX1 PAM	TRPC4 block	SKKanGAS inh	MrgX1 ag	MrgX1 antagonist
CCOC(=O)CNC(=O)CN1C(=O)CC(c2ccccc2)S(=O)(=O)c2ccccc21 (centres undefined)	-0.4	0	i	i	i	i	i	i	6	i	i
C/C(N)=C(/C#N)C(=O)COC(=O)C(NS(=O)(=O)c1ccc(Cl)cc1)C(C)O (centres undefined)	-1.0	3	i	-5.4*	i	i	i	i	-5	i	i
CC(=O)C1=C(C)Nc2ncnn2C1c1ccc(Cl)cc1Cl (centres undefined)	-0.5	/	i	i	i	i	i	i	9	i	i
NS(=O)(=O)c1ccc(N=Cc2c(O)n(-c3nccs3)c(=O)c3ccccc23)cc1	-0.2	3	i	i	i	i	i	i	-11	i	i
COC(C(=O)Nc1ccccc1F)c1ccccc1 (centres undefined)	-0.1	7	i	i	i	i	i	i	-3	i	i
CC1CCN(C2(O)C(=O)Nc3ccc([N+](=O)[O-])cc32)CC1 (centres undefined)	-0.3	1	i	i	i	i	i	i	0	i	i
O=C(CN(c1ccccc1)S(=O)(=O)c1ccccc1)N/N=C/c1ccc(OC2CSC2)cc1	0.6	15	i	i	i	i	i	i	17	i	i
O=C(NCc1ccccc1Cl)C1CCN(S(=O)(=O)N2CCCC2)CC1	0.0	5	i	i	i	i	i	i	-1	i	i

By substructure, the compounds so far with a tert-butyl group (2)
SMILES	HIF activator	Platelet DG rel	TRPC6 act	TRPC6 inh	RGS4 pot	RGS4 block	MrgX1 PAM	TRPC4 block	SKKanGAS inh	MrgX1 ag	MrgX1 antagonist
CC(C)(C)NC(=O)CSc1nnc(SCC(=O)NC(C)(C)C)s1	0.3	5	i	i	i	i	i	i	-5	i	i
CC(C)(C)C(=O)NC(C(N)=O)=C(Cl)Cl	0.3	-6	i	i	i	i	i	i	1	i	i
